PGE2 EP2 inh: blocks the human prostaglandin E2 receptor EP2. 260,000 compounds, 0.52% hits. AID 1422. C6 glioma cells expressing human EP2, cAMP TR-FRET; cells stimulated with saturating PGE2. inhibition, % at 25 µM. P43116;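 active = percent inhibition above 40 after rounding to a whole number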;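 note: rat C6 glioma host cells with rolipram phosphodiesterase inhibitor present; the protocol text gives 20 µM as final concentration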
Target sequence (P43116 whole entry, looked up): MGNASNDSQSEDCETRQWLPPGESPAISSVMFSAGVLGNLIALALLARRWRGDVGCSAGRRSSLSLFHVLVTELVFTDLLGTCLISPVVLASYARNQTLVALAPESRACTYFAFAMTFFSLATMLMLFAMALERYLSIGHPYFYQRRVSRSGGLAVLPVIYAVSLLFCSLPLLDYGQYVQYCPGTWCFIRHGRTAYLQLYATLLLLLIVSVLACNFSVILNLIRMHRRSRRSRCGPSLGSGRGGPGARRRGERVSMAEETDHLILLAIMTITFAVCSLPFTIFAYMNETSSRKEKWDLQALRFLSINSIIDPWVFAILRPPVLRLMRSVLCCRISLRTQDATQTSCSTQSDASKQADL
PPC-1+TRAIL kill: PPC-1 cancer cell killing with TRAIL present | PPC-1 cells + TRAIL, ATPLite viability luminescence | 220,000 compounds, 0.41% hits | cell killing (% activity), % at 4 µM;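 active = cell killing above 50% in the first pass at 4 µM, then a duplicate retest at 5 µM averaging 50% or more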;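 note: plate controls were cells with TRAIL plus DMSO for no effect and medium-only wells lacking cells for full effect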
14-3-3 Bad inh: disrupts binding of bovine 14-3-3 zeta to phospho-Bad peptide | P63103 | TR-FRET 14-3-3zeta/Dy647-pBad peptide displacement, 1 h | inhibition, % at 21.7 µM | 220,000 compounds, 0.71% hits | AID 781;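 active = inhibition above about 70%, limit read from the data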;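 note: 0% = full 14-3-3 plus peptide FRET controls and 100% = background without 14-3-3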
Target sequence (P63103 whole entry, looked up): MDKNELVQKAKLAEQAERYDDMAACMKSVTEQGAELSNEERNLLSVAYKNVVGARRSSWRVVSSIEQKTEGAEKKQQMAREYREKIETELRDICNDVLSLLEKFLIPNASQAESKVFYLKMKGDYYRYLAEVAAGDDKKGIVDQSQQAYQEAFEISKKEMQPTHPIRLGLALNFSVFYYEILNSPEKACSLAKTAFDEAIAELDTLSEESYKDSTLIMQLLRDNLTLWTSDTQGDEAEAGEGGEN
NPY Y1 blocker: blocks the human neuropeptide Y Y1 receptor. HEK293-CNG Y1 cells, membrane potential fluorescence; NPY at EC95, then isoproterenol. inhibition, % at 3.6 µM. 200,000 compounds, 1% hits. AID 1040;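 active = inhibition above the campaign mean inhibition of all tested compounds plus 3 SD, cut at about 20% in these data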;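 note: 0% = DMSO wells given NPY plus isoproterenol and 100% = isoproterenol alone without NPY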
Target sequence (P25929 whole entry, looked up): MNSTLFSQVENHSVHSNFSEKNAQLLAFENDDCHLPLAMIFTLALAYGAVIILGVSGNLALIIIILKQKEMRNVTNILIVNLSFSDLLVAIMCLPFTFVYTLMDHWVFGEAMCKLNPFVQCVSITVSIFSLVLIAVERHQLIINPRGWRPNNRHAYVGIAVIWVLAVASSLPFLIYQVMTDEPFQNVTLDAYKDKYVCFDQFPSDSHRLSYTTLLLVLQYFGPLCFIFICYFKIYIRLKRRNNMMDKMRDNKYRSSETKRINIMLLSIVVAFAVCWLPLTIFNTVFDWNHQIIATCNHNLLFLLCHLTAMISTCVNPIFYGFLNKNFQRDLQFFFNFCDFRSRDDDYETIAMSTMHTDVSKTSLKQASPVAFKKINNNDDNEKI
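Test system: HEK293 cells co-expressing NPY Y1 receptor and cyclic-nucleotide gated channel; Also added: NPY (25 nM), isoproterenol (1 µM), Ro 20-1724 (25 µM); Compound dosing: one concentration, 3.6 µM, in 0.4% DMSO; Timing: dye 3 h, compound 60 min room temperature, stimulation 45 min; Technique: Membrane-potential fluorescent dye readout.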
zfTRPN1 agonist: zebrafish TRPN1 (NompC) channel agonism; HEK293 zebrafish TRPN1-YFP, Fluo-8 calcium fluorescence; 100% = response to 87 µM carbachol; 220,000 compounds, 0.18% hits; activation, % at 3 µM;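 active = activation above its plate's cutoff, the mean activation of test wells on that plate plus 3 SD, cut at about 19% in these data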;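 note: 0% = DMSO alone and 100% = 87 µM carbachol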
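Material: zebrafish TRPN1-YFP in HEK293 cells. Doses: one dose of 3 µM, 0.3% DMSO. Incubation: dye 1 h 37 °C plus 30 min RT. Measured by: intracellular calcium fluorescence with Fluo-8.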
CHOP inhibitor: inhibitors of CHOP induction in ER stress response. inhibition, % at 10 µM. AID 2732. 220,000 compounds, 3.8% hits. CHO-K1 CHOP-promoter luciferase, tunicamycin-induced, 15-18 h;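 active = compounds that reduced the stress-induced luciferase reporter signal by more than about 70% of percent inhibition, limit read from the data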;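 note: 0% = tunicamycin plus vehicle and 100% = wells without tunicamycin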
TRPML3 ag: agonists of human TRPML3 channel; activation, % at 3 µM; HEK293 TRPML3-YFP, Fluo-8 calcium fluorescence; 100% = the carbachol control signal; AID 1448; 220,000 compounds, 0.29% hits; Q8TDD5;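 active = activation above its plate's cutoff, the mean activation of the plate's test wells plus 3 SD, cut at about 12% in these data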;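 note: 0% = DMSO only wells and 100% = carbachol wells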
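Material: TRPML3-YFP stable HEK293 cells | Dosing: One concentration, 3 µM nominal, 0.3% DMSO | Timing: 125 s total fluorescence read per well | Technique: Fluo-8 calcium dye fluorescence, ex 470-495, em 515-575 nm | Measure: Percent activation from peak-to-basal fluorescence ratio, scaled between DMSO and carbachol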
NPY-Y1 PAM-ag: human NPY-Y1 potentiation or agonism, primary screen; 220,000 compounds, 0.37% hits; activation, % at 3.6 µM; P25929; NPY-Y1 expressing cells, potentiator/agonist activation; in the data active = activation above about 33%, passing the limit was not always enough;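 note: cells stimulated with NPY at EC10 then isoproterenol at EC100; 0% = low agonist plus stimulus and 100% = saturating agonist plus stimulus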
EP2 modulator: EP2 receptor (human) modulation | EP2-expressing cells, cAMP HTRF FRET, PGE2 co-stimulation | induction, % at 25 µM | P43116 | 260,000 compounds, 0.83% hits;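 active = compounds whose cAMP rise, as percent of the full-agonist control response, exceeds 60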;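 note: rat C6 glioma line stably carrying human EP2 under a CMV promoter; the protocol text gives 20 µM as final concentration; 100% = response of wells given 1 µM PGE2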
* marks the source's active call; other numbers are inactive results; x = not tested or not shown; & = joins results of further samples; [ ] = remark or other dose.

Preview (5 entries):
SMILES	PGE2 EP2 inh	PPC-1+TRAIL kill	14-3-3 Bad inh	NPY Y1 blocker	zfTRPN1 agonist	CHOP inhibitor	TRPML3 ag	NPY-Y1 PAM-ag	EP2 modulator
COc1ccc(-n2c(O)c(C=NCc3ccc4c(c3)OCO4)c(=O)[nH]c2=O)cc1	9	14	0	x	1.8	-22	1.0	3	14
O=c1[nH]c(=O)n(-c2cccc(Cl)c2)c(O)c1C=NCCN1CCCCC1	2	x	-3[fluorescence artefact?]	3	1.4	-10	0.6	-29	12
COCCCn1c(-c2ccc(OC)cc2)cc(C(=O)NC2CCCCCCC2)c1C	7	-16	-15	5	-2.4	58	0.3	-6	2
COCC(C)OC(=O)c1c(N)n(Cc2ccco2)c2nc3ccccc3nc12 (configuration not stated)	17	x	0[fluorescence artefact?]	11	5.8	-2	3.1	-2	13
O=C(Cc1ccccc1)N1CCN(C/C=C/c2ccccc2)CC1	10	-9	6	-1	1.0	20	0.3	-8	-40

Main list (from the top)
SMILES	PGE2 EP2 inh	PPC-1+TRAIL kill	14-3-3 Bad inh	NPY Y1 blocker	zfTRPN1 agonist	CHOP inhibitor	TRPML3 ag	NPY-Y1 PAM-ag	EP2 modulator
COc1ccc(-n2c(O)c(C=NCc3ccc4c(c3)OCO4)c(=O)[nH]c2=O)cc1	9	14	0	x	1.8	-22	1.0	3	14
O=c1[nH]c(=O)n(-c2cccc(Cl)c2)c(O)c1C=NCCN1CCCCC1	2	x	-3[fluorescence artefact?]	3	1.4	-10	0.6	-29	12
COCCCn1c(-c2ccc(OC)cc2)cc(C(=O)NC2CCCCCCC2)c1C	7	-16	-15	5	-2.4	58	0.3	-6	2
COCC(C)OC(=O)c1c(N)n(Cc2ccco2)c2nc3ccccc3nc12 (configuration not stated)	17	x	0[fluorescence artefact?]	11	5.8	-2	3.1	-2	13
O=C(Cc1ccccc1)N1CCN(C/C=C/c2ccccc2)CC1	10	-9	6	-1	1.0	20	0.3	-8	-40
CC(=O)c1cn(CCCOc2ccccc2)c2ccccc12	5&2	x	16	6	3.8	43	1.4	13	-42&-17
Cc1ccc(N(C)C(=O)Oc2cccc3cccnc23)cc1	12	17	-5	2	-2.1	7	-1.1	-10	-1
CCOC(=O)C1C2NC(=O)N(Cc3ccccc3)C1(C)Oc1c(OC)cccc12 (configuration not stated)	3	-23	x	7	0.0	x	0.8	1	x
N#CCCn1cc(C(=O)NCc2ccccc2)c(-c2ccccc2)n1	4	27	-2	2	0.0	11	1.0	-17	-5
CCC(=O)O[C@@H]1[C@@H](OC(C)=O)[C@@]2(O)C(C[C@H](O)C2(C)C)[C@](C)(O)[C@H]2CC[C@@H]3[C@@H](O)[C@]12C[C@@]3(C)O (some centres not stated)	6	21	-9	-1	0.5	-1	0.9	0	25
c1ccc2[nH]c(CCNC3CCCCC3)nc2c1	3	9	1	1	1.5	-15	0.9	11	-16
O=[N+]([O-])c1ccc(N2CCNCC2)c2ncccc12	x	17	x	-8	0.2	38	-0.7	74*	-3

Looked up above:
COCCCn1c(-c2ccc(OC)cc2)cc(C(=O)NC2CCCCCCC2)c1C in CHOP inhibitor has 58
O=[N+]([O-])c1ccc(N2CCNCC2)c2ncccc12 in NPY Y1 blocker has -8
COc1ccc(-n2c(O)c(C=NCc3ccc4c(c3)OCO4)c(=O)[nH]c2=O)cc1 in zfTRPN1 agonist has 1.8

New compounds follow.
SMILES	PGE2 EP2 inh	PPC-1+TRAIL kill	14-3-3 Bad inh	NPY Y1 blocker	zfTRPN1 agonist	CHOP inhibitor	TRPML3 ag	NPY-Y1 PAM-ag	EP2 modulator
CCc1cc2c(s1)NC(=O)CN=C2c1cccs1	3&13	-5	-3[fluorescence artefact?]	-5	-0.8	28	0.1	7	11&1
CC(=O)c1c(C)n(Cc2ccccc2)c2ccc(O)cc12	17	6	-9	x	2.2	14	0.4	-2	-27
CCN(CC)c1ccc(N=Cc2c(O)n(-c3ccc(Cl)cc3)c(=O)[nH]c2=O)cc1	8	23	-21	-1	-0.1	48	0.3	-4	2
Fc1ccc(CCNCc2ccc(Cl)c(Cl)c2)cc1	-1	13	17	17	0.0	70	0.8	-34	-28
Cc1ccc(-n2c(O)c(/C=N/N3CCCCCC3)c(=O)[nH]c2=O)cc1C	15	5	0	x	3.3	-12	-0.2	-2	7
c1ccc2sc(C3CCCNC3)nc2c1 (configuration not stated)	22	4	1	3	1.4	-1	0.8	2	2
Cc1cccc(CN2CCN(c3ccc(Cl)cc3)CC2)c1	5	31	-3	7	-0.3	83*	-0.2	-24	29
Cc1ccc(CN(Cc2ccccc2)C(=S)NCC(=O)N2CCC3(CC2)OCCO3)o1	8	16	-5	6	-1.1	20	-1.6	10	22
Cc1sc(-n2c(C)cc(C=C3C(=O)NC(=O)NC3=O)c2C)c(C#N)c1C	31	-6	-6	-4	-0.5	80*	-0.1	3	-71
CCCC/C(=N/O)c1c(C)[nH]c2ccccc12	6	0	-7	-6	2.5	67	1.6	21	35
CN1CN=C(N[N+](=O)[O-])N(Cc2ccco2)C1	2	27	-4	-5	-0.9	22	0.6	-9	8
c1ccc2c(CCNC3CCCCC3)c[nH]c2c1	3	7	41	0	0.7	-14	1.5	-6	-10
CCN(CC)P(=O)(Oc1cccc(C)c1)N(CC)CC	8	-18	-2	6	-2.4	44	-0.3	8	18
CCn1c(O)c(/C=N/NC(=O)c2ccccc2)c(=O)[nH]c1=S	8	6	-7	x	-0.9	-4	0.9	-9	-14
O=C1OCCN1P(=O)(c1ccccc1)c1ccccc1	15	15	10	1	-0.5	6	-0.1	12	37
O=C(c1cccn2c(=O)c3cc(Br)ccc3nc12)N1CCC2(CC1)OCCO2	9	28	8[fluorescence artefact?]	2	-0.1	6	0.3	12	-5
O=P(O)(O)/C=C(\Cl)c1ccccc1	12	19	6	0	-0.5	1	1.3	2	19
N=C(N)c1c(O)n(C2CCCCC2)c(=O)n(C2CCCCC2)c1=O	15	3	2	-8	-0.3	108*	0.7	30	42
Cc1c(C=O)c2ccccc2n1Cc1ccc(F)cc1	3	15	-3	1	-1.3	19	-0.7	10	-10
CNc1cc(N2CCNCC2)ccc1[N+](=O)[O-]	7	0	-1	7	1.0	4	0.2	3	-6
c1ccc(CNC2=NCCS2)cc1	9	28	12	10	0.3	-26	1.4	-26	-17
Cc1ccc(NP(=O)(c2ccccc2)c2nc3ccccc3s2)cc1 (configuration not stated)	3	-8	-8	-2	-2.9	7	-1.1	-8	24
Cn1cccc1/C=C1\C(=O)NC(=O)N(CCC2=CCCCC2)C1=O	4	6	7	7	2.2	49	1.4	-16	6
CCOC(=O)C(O)(c1ccc(N(CC)C(=O)COc2ccccc2)cc1)C(F)(F)F (configuration not stated)	10	5	-18	1	0.8	19	0.4	0	-13
CCNC(=O)C1OC(n2cnc3c(N)ncnc32)C(O)C1O (configuration not stated)	2	x	x	127*	0.2	x	1.5	-98	x
O=C(COC(=O)Cc1ccccc1)Nc1ncc(Cl)cc1Cl	8	-5	1	-1	-0.7	28	0.5	4	9
O=P(Nc1ccccc1)(Nc1ccccc1)Oc1ccccc1	4	11	0	-5	0.4	12	-0.2	5	0
[N-]=[N+]=NCc1cn2cccnc2n1	8	30	-5	1	-0.2	-8	0.5	6	14
CC(=O)N1CCC(N2CCCC(C(=O)c3cccc(Cl)c3)C2)CC1 (configuration not stated)	4	x	-9	-1	-1.1	-6	-0.5	15	-4
Cc1cccc(OCC(=O)N2CCN(Cc3ccncc3)CC2)c1	12	13	48	3	1.3	2	0.6	13	17
CCOc1ccccc1-n1c(O)c(C=NCCCN(CC)CC)c(=O)[nH]c1=O	2	-5	-7	-7	0.1	-5	-0.1	8	11
Cc1ccc2c(c1)CC1(CN2C)C(=O)NC(=O)N(CCC2=CCCCC2)C1=O (configuration not stated)	11	18	4	-2	0.2	107*	0.7	4	22
O=C1C2C3CCC(O3)C2C(=O)N1CCO (configuration not stated)	3	12	2	x	-1.2	-6	0.2	17	13
CCn1c(O)c(N=Nc2ccc(S(=O)(=O)N3CCOCC3)cc2)c(=O)n(CC)c1=S	11	-2	1	x	2.6	73*	0.9	22	-20
CNCC1(c2ccccc2)CCCC1	12	-1	-5[fluorescence artefact?]	8	1.1	4	0.3	20	4
CCC(=NCC1CCCO1)c1c(O)n(-c2ccc(Cl)cc2)c(=O)[nH]c1=O (configuration not stated)	14	-7	-12	0	0.2	22	1.1	2	26
O=C(C1CCCN(c2nnc(-n3cccc3)s2)C1)N1CCC2(CC1)OCCO2 (configuration not stated)	10	10	2	3	-0.9	4	-0.3	-8	-6
Cc1c(NP(=S)(C(C)(C)C)C(C)(C)C)c(=O)n(-c2ccccc2)n1C	3	31	-13	-4	-0.4	-8	0.2	13	37
Fc1ccc2c(c1)nnn2C1CCN(Cc2nnnn2C2CCCCC2)CC1	21	6	80*	2	0.8	0	-0.5	7	12
Cc1ccc(Cn2nnnc2CN2CCC(n3nnc4cc(C(F)(F)F)ccc43)CC2)cc1	0	1	2	-1	1.7	56	1.2	28	-17
CCCCn1c(O)c(C(CC)=NCc2ccc(F)cc2)c(=O)[nH]c1=O	5	1	-17[fluorescence artefact?]	0	-1.6	35	-0.1	6	-42
O=S(=O)(c1ccccc1)N1CN2CCN(C2)C1	7	-23	-6	-1	-0.6	-1	1.4	-5	-2
CN1CCN(Cc2ccc(OC(F)(F)F)cc2)CC1	10	-3	79*	5	0.1	9	0.3	-14	2
Cc1ccc(-n2c(-c3ccc([N+](=O)[O-])cc3)nc3ccccc3c2=O)cc1	6	22	4	11	-0.7	-11	-0.3	-22	30
CC1C2Cn3c(nc4ccccc43)C1N(C)O2 (configuration not stated)	18	7	0	x	x	-20	x	x	6
OC(c1ccccc1)(c1ccccc1)C1CCCN1 (configuration not stated)	6	x	10	-2	1.0	4	0.9	-9	-8
CC(C)c1ccc(-n2c(O)c(C=NC(CCS(C)=O)C(=O)O)c(=O)[nH]c2=S)cc1 (configuration not stated)	11	18	-2	x	2.4	-10	0.7	4	10
CC(=O)c1cccc(NC2=NCC(C)S2)c1 (configuration not stated)	6	-7	-8	5	0.1	46	0.1	4	14

Screens: PubChem BioAssay, several laboratories

Some of the compounds tested; the hit share may differ from the screen's.
